Screening results deposited in PubChem by several laboratories.
NS3 helicase inh – HCV NS3 helicase inhibition; 290,000 compounds, 0.56% hits; NS3 helicase DNA unwinding, Cy5 molecular beacon fluorescence; inhibition, % at 10.9 µM;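 active means inhibition above the mean of all tested compounds plus 3 SD, set per campaign, cut at about 35% in these data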;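 further: 0% = DMSO wells and 100% = thioflavine S control wells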
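Measured by: Cy5 fluorescence, 0 and 60 min reads / Assay system: NS3 helicase fragment of HCV / Control set: low DMSO, high thioflavine S at 110 µM / Times: 1 h reaction at 25 °C, ATP-initiated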
DNA FID counter – displaces DNA intercalator in HCV helicase counter-screen; DNA fluorescent intercalator displacement, fluorescence; inhibition, % at 7.9 µM; 290,000 compounds, 0.17% hits; in the data active means inhibition above about 37%;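 further: 0% = vehicle and 100% = reference compound; higher means more ethidium bromide displaced from hairpin DNA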
M18AAP inhibitor – blocks P. falciparum M18 aspartyl aminopeptidase | recombinant PfM18AAP, H-Glu-NHMec fluorogenic cleavage | inhibition, % at 7.35 µM | 290,000 compounds, 1.2% hits | AID 1822;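 active means inhibition above the campaign mean inhibition over all tested compounds plus 3 SD, cut at about 28% in these data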;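 further: 0% = plate median of test compound wells and 100% = 2 mM ZnCl2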
MEKK2wt PB1 HTS – raises or lowers MEK5 binding to wildtype human MEKK2 PB1 domain; Q9Y2U5; bead flow cytometry, Alexa488-MEK5 binding to MEKK2 WT; actives lie on both sides; binding response (% of control), % at 10 µM; 290,000 compounds, 1.1% hits; AID 1531; in the data active means binding response below about 67% or above about 130%
IMP-1 inh – blocks Pseudomonas aeruginosa IMP-1 metallo-beta-lactamase. purified IMP-1, nitrocefin hydrolysis, epi-absorbance fluorescence. inhibition, % at 5.6 µM. AID 1556. 290,000 compounds, 0.45% hits;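 active means inhibition above the mean plus 3 SD of all compounds in the same screening run, cut at about 4.5% in these data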;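 further: 0% = IMP-1 with DMSO and 100% = DMSO wells lacking enzyme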
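Assay system: purified IMP-1; Quantity: IMP-1 0.2 nM before substrate addition; Medium: HEPES buffer pH 7.1 with ZnSO4 and Brij 35; Incubation: 15 min enzyme–compound preincubation, then 25 min nitrocefin reaction, 25 °C; Signal: fluorescence quenching readout, ex 480/em 530 nm; Controls: DMSO with and without IMP-1; Repeats: singlicate testing.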
MEKK2mut PB1 HTS – signal of MEK5 binding to mutant human MEKK2 PB1 domain | 290,000 compounds, 0.35% hits | bead flow cytometry, Alexa488-MEK5 binding to MEKK2 mutant | AID 1530 | percent response, % at 10 µM; in the data active means percent response above about 24%, passing the limit was not always enough; further: inactives centre near 1; some results filed as inactive read as strong as hits
VIM-2 inh – inhibitors of Pseudomonas aeruginosa VIM-2 metallo-beta-lactamase; purified VIM-2, nitrocefin hydrolysis, epi-absorbance fluorescence; inhibition, % at 5.6 µM; 290,000 compounds, 0.89% hits; AID 1527;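 active means inhibition above the mean of all tested compounds plus 3 SD, cutoff set per screening run, cut at about 7.5% in these data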;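 further: red hydrolysis product quenches plate fluorescence so inhibitors raise well fluorescence; 0% = enzyme with DMSO and 100% = DMSO without enzyme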
UBC9 SUMO inh – inhibitors of human SUMOylation (UBC9); inhibition, % at 35 µM; P63279; 290,000 compounds, 0.36% hits; HTRF SUMOylation assay, SAE1/SAE2 + UBC9, in vitro; in the data active means inhibition above about 50%, passing the limit was not always enough; further: strong numbers were not always called active
Target sequence (P63279 whole entry, looked up): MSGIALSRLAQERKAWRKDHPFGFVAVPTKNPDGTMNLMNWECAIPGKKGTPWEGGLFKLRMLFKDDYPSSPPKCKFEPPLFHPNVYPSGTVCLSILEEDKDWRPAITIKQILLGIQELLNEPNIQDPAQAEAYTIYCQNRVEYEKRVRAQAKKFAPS
NALP1 yeast inh – blocks the NALP1 inflammasome reconstituted in yeast | inhibition, % at 10 µM | S. cerevisiae NALP1/ASC/caspase-1 growth, X-gal OD620, 72 h | 280,000 compounds, 0.61% hits; in the data active means inhibition mostly above about 24%, no sharp cut-off; inactive means mostly below about 32%; further: some compounds called inactive have numbers as strong as hits
* marks the source's active call; other numbers are inactive results; x = no result given; & = joins results of further samples.

SMILES	NS3 helicase inh	DNA FID counter	M18AAP inhibitor	MEKK2wt PB1 HTS	IMP-1 inh	MEKK2mut PB1 HTS	VIM-2 inh	UBC9 SUMO inh	NALP1 yeast inh
Cn1c(=O)c(=O)n(C)c2cc(N3CCOCC3)c(NS(=O)(=O)c3ccc([N+](=O)[O-])cc3)cc21	26	-11	27	98	0.8	-5	0.6	3	10
O=C(/C=C/c1ccc2c(c1)OCCCO2)c1ccccc1O	-1	-5	0	96	-2.8	-1	-5.5	24	61
COc1cc(/C=C(\C#N)C(=O)c2c(C)[nH]c3ccccc23)cc(OC)c1OC	-9	0	3	85	-3.4	1	0.6	7	13
O=[n+]1c2c(n([O-])c3ccccc31)CCCC2	16	5	4	103	35*	7	13*	8	2
Cc1ccc(-c2nnc(SCC(=O)N/N=C/c3c(C)nn(-c4ccccc4)c3C)n2-c2ccccc2)cc1	-8	-9	4	117	-3.4	28	-2.1	-6	3
CC1CN(C(=O)c2cc3cc(Br)ccc3[nH]2)CC(C)O1 (centres undefined)	0	-23	1	106	-4.5	7	-4.3	7	-10
O=C(Oc1coc(CSc2nnc(NC(=O)C3CC3)s2)cc1=O)c1ccccc1	20	-14	-2	110	-5.1	12	-1.7	3	9
CCc1cc2c(cc3c(=O)n(CC(=O)NCCCN4CC(C)CC(C)C4)ncn32)s1 (centres undefined)	-4	17	-7	124	-2.3	19	-1.3	-4	19
Cc1cccc(OCC(=O)N(Cc2ccco2)C2CCS(=O)(=O)C2)c1 (centres undefined)	10	-17	-4	108	-3.7	5	-4.2	11	0
C=CC[n+]1c(/C=C2\C=Cc3cc(C)ccc3N2CC)ccc2ccccc21	-9	3	0	98	-3.9	6	-4.6	7	7
COc1cc(-c2noc(CCCC(=O)NCc3ccco3)n2)cc(OC)c1OC	-5	-21	4	105	-1.9	-9	0.7	14	17
CCCCCC(=O)NC(NC(=S)NC1CCS(=O)(=O)C1)C(Cl)(Cl)Cl (centres undefined)	1	-5	4	112	-2.7	3	-4.2	4	-78
COc1cccc(CNC(=O)C2Cc3ccccc3CN2C(C)=O)c1 (centres undefined)	10	-11	-6	88	-0.9	0	-2.8	-21	0
Cc1cc(C)cc(-n2c(C)nc3cc(C(=O)O)ccc32)c1	7	-20	7	103	-2.5	9	-2.1	-5	13
O=c1c2ccccc2c(C=Nc2cccc(S(=O)(=O)NCc3ccco3)c2)c(O)n1-c1ccc(Cl)cn1	5	-3	4	115	-2.7	12	-4.7	5	8
Cc1cc(NC(=O)CCCn2nc(C)c([N+](=O)[O-])c2C)no1	4	0	-7	98	-0.9	-2	-1.5	-1	8
CC1(C2CC2)NC(=O)NC1=O (centres undefined)	-2	-2	1	100	1.2	3	0.2	-4	4
Fc1ccc(-c2ccnc3nc(N4CCN(c5ccccc5)CC4)nn23)cc1	-11	-3	2	87	-2.3	-7	-3.9	23	-10
O=C1c2cccc3c([N+](=O)[O-])c(O)cc(c23)C(=O)N1Nc1ccccc1	19	-17	10	95	-3.8	2	-2.1	-2	6
CC1Sc2ccc(S(=O)(=O)N3CCC(C(=O)NCc4ccccc4)CC3)cc2NC1=O (centres undefined)	-1	-50	-1	102	-0.2	4	-0.2	12	16
CCC(C)c1ccc(C(C)NC(=S)NC2CCCCC2)cc1 (centres undefined)	21	-23	-1	110	2.1	4	0.8	-14	17
COc1cccc(OC)c1C(=O)Nc1nc2cc3c(cc2s1)OCO3	0	-10	9	99	-3.5	-12	-3.3	-10	x
CC(=O)c1ccc(OCC(O)CN2CCN(Cc3ccc4c(c3)OCO4)CC2)cc1 (centres undefined)	8	13	6	104&97	-5.0	0&5	-1.4	-11&-4	39&26
O=S(=O)(c1ccc(-c2csc(Nc3ccc(F)cc3)n2)cc1)N1CCCC1	-3	0	11	117	-2.7	2	0.8	-2	13
COc1ccc(CS(=O)(=O)CC2(O)CCN(C(=O)c3cccc(C(F)(F)F)c3)CC2)cc1	-9	-25	-19	103	-3.6	-2	-3.4	2	-2

Arranged by the number under IMP-1 inh (largest number first): four of the compounds above.
structure	NS3 helicase inh	M18AAP inhibitor	MEKK2wt PB1 HTS	IMP-1 inh	MEKK2mut PB1 HTS	VIM-2 inh	UBC9 SUMO inh	NALP1 yeast inh
CC1(C2CC2)NC(=O)NC1=O (centres undefined)	-2	1	100	1.2	3	0.2	-4	4
O=C(/C=C/c1ccc2c(c1)OCCCO2)c1ccccc1O	-1	0	96	-2.8	-1	-5.5	24	61
C=CC[n+]1c(/C=C2\C=Cc3cc(C)ccc3N2CC)ccc2ccccc21	-9	0	98	-3.9	6	-4.6	7	7
CC(=O)c1ccc(OCC(O)CN2CCN(Cc3ccc4c(c3)OCO4)CC2)cc1 (centres undefined)	8	6	104&97	-5.0	0&5	-1.4	-11&-4	39&26

Remaining list, next part:
SMILES	NS3 helicase inh	DNA FID counter	M18AAP inhibitor	MEKK2wt PB1 HTS	IMP-1 inh	MEKK2mut PB1 HTS	VIM-2 inh	UBC9 SUMO inh	NALP1 yeast inh
CCC(C)NS(=O)(=O)c1ccc(OCC(=O)N2CCCC2)cc1 (centres undefined)	15	-12	4	104	-1.3	-3	-5.1	9	3
C/C(CC(=O)N(C(C)C)C(C)C)=N\NC(=O)c1ccccc1Br	-11	-5	0	100	-3.4	-1	-2.1	-3	16
N#C/C(=N\Nc1cccc([N+](=O)[O-])c1)C(=O)c1ccc(Br)cc1	-25	-9	-4	66	0.0	-9	0.1	44	-2
COc1ccc2c(c1)sc1nc(-c3ccccc3)cn12	-6	-9	0	107	-2.1	7	-1.7	-10	13
COc1ccccc1CNC(=O)C(NS(=O)(=O)c1ccc2c(c1)OCCO2)C(C)C (centres undefined)	-3	-16	-3	92	-2.3	-3	-1.9	-6	22
CN(C)c1nccc(N(Cc2ccccc2)Cc2ccccc2)c1C#N	-18	-18	-4	96	-0.8	-8	-1.8	11	-12
COc1ccc(OC)c(N2C(=O)CC(Cc3cc(C)cc(C)c3)C2=O)c1 (centres undefined)	0	-28	3	89	-6.7	-3	-2.6	-3	-1
CC(C)(C)NC(=O)CSc1n[nH]c(=O)n1-c1ccccc1	5	2	2	102	-3.2	9	-1.3	20	-5
O=C1Nc2ccccc2S/C1=C\C(=O)N1CCCC1	-2	-11	-5	88	-1.3	-12	-1.5	16	-3
CCC(C)NC(=O)C1CCN(S(=O)(=O)c2ccc(-n3cnnn3)cc2)CC1 (centres undefined)	8	-4	5	99	-3.5	1	0.5	-4	9
Cc1ccc2nc(Nc3nc(C)cc(C(F)(F)F)n3)nc(C)c2c1	-1	3	-8	88	-0.5	-5	-1.6	2	18
O=C(Nc1ccc(F)cc1)c1sc2cc(C(F)(F)F)cnc2c1-c1cccs1	-1	-1	3	101	1.8	0	-1.4	11	-1
COc1cc2cc(Oc3ccc4ccc(=O)oc4c3)c(=O)oc2cc1O	5	-6	4	93	-1.3	2	2.1	42	18
Cc1ccc(NC(=O)c2cnc3ccccc3n2)cc1C	-8	-2	2	100	-2.5	4	-3.8	9	20
CCC1CCCCN1CCCNC(=O)CCC(=O)N1CCOc2ccccc21 (centres undefined)	-12	1	-3	105	-4.7	3	-3.0	0	24
CC(C)(C)c1ccc(-c2nnc(N)o2)cc1	-7	-3	-1	98	-1.2	0	-1.1	23	1
CC(C)[C@H](NC(=O)Nc1cccc(C(F)(F)F)c1)C(=O)O	4	9	1	97	-2.2	-1	-1.1	16	-7
Cc1ccccc1CC(=O)Nc1ccc(C(=O)N2CCCC2)cc1	33	-35	-1	101	-3.8	4	-3.4	-5	24
COc1nc2c(C)cccc2cc1-c1noc(-c2ccco2)n1	7	6	-1	111	-3.9	19	-1.6	23	-2
CCCCc1nc2n[nH]c(N)c2c2c1CSC(C)(C)C2	11	1	7	107	0.2	4	-3.6	6	0
CCc1nnc(NC(=O)CCC(=O)Nc2ccc(OC)cc2OC)s1	2	-14	0	97	-2.2	0	-2.9	10	24
CSc1nsc(SCC(=O)N2CCc3ccccc32)n1	2	-4	5	100	-0.2	-2	-5.2	7	13
COc1ccc(CNC(=O)C(c2ccc(C)cc2)N(Cc2cccs2)C(=O)c2ccc3c(c2)OCCO3)cc1 (centres undefined)	-14	-23	0	93	-2.4	-2	-1.8	-19	2
O=C(c1ccncc1)N1N=C(C2CCCCC2)CC1(O)C(F)(F)F (centres undefined)	-4	-17	2	50	-3.1	-14	-0.5	3	3
Cc1ccc(C)c(S(=O)(=O)Nc2ccc3scnc3c2)c1	-6	-14	9	94	-7.5	0	-4.6	-16	19

(listing goes on)
SMILES	NS3 helicase inh	DNA FID counter	M18AAP inhibitor	MEKK2wt PB1 HTS	IMP-1 inh	MEKK2mut PB1 HTS	VIM-2 inh	UBC9 SUMO inh	NALP1 yeast inh
Cc1cc(OC(F)F)ccc1NC(=O)Nc1ccc2c(c1)OCO2	4	-7	5	113	-3.6	10	-0.7	10	14
Cc1cc(C)c2c(N)c(C(=O)NCc3ccco3)sc2n1	2	-1	36*	102	-4.1	8	6.3	14	21
O=C(CCCC(=O)N(CC(=O)NC1CCCC1)c1ccc(F)c(Cl)c1)Nc1ccccn1	1	-29	-1	105	-1.8	0	-2.0	-2	17
Cc1c(NC(=O)c2cc3ccccc3c(=O)s2)c(=O)n(-c2ccccc2)n1C	2	-6	3	107	-4.8	8	-3.4	12	8
CCCCNc1ncnc2c1cnn2Cc1ccc(Cl)cc1	-3	-28	-1	108	-3.3	10	-3.3	-12	17
O=C(Cn1cnc2c(nnn2Cc2ccccc2F)c1=O)NCc1ccco1	1	1	-7	x	-2.5	x	-2.8	-1	7
Cc1c(NC(=S)N/N=C\c2ccccc2O)c(=O)n(-c2ccccc2)n1C	4	-17	36*	102	-4.3	2	7.8*	5	28
COc1ccc(-n2c(-c3cccc(C)c3[N+](=O)[O-])n[nH]c2=S)cc1	-7	-6	13	112	-1.5	2	38*	-2	5
CC(=O)N1[C@H](C)C=C[C@]1(Cc1ccccc1)C(=O)O	5	-2	-1	95	-1.1	6	-0.4	14	17
Cc1sc2ncn(CC(=O)NCC(=O)N3CCN(c4ccc(F)cc4)CC3)c(=O)c2c1C	9	-35	4	95	0.5	-5	-1.8	-14	4
Cc1noc(C)c1Cn1nc(C(=O)O)c2ccccc2c1=O	-1	-5	2	103	-3.0	5	3.6	5	27
O=C(Cn1ccc(C(F)(F)F)n1)NNC(=O)c1cccnc1	4	-4	-4	113	-2.0	9	-2.2	13	1
Cc1ccc(C(=O)N/N=C/c2ccc(-c3cccc(C(F)(F)F)c3)o2)cn1	14	-24	-2	93	-3.7	-20	-4.8	6	x
CC1CCc2c(C(=O)NCCCN3CCOCC3)csc2C1 (centres undefined)	-1	7	6	112	-1.9	12	-3.0	1	25
Cc1cccc2cc(C3CC(c4cccs4)=NN3C(=O)CCC(=O)O)c(Cl)nc12 (centres undefined)	1	-14	2	97	-0.4	-2	-0.4	5	19
Cc1c(C(=O)Nc2ccc(OCc3ccccc3)cc2)cccc1[N+](=O)[O-]	-11	0	-7	107	1.4	7	-0.1	6	8
Oc1ccc(-c2csc(-c3cccnc3)n2)c(O)c1	-2	-4	4	98	-0.3	-4	6.1	4	-6
CC(C)Cn1cnc2c1c(=O)n(CC(=O)O)c(=O)n2Cc1ccccc1	-9	-15	-5	107	-1.3	1	-0.6	26	15
Cc1ccc(C(=O)NC(=S)N2CCN(c3cc(C)ccc3C)CC2)cc1	7	-37	9	95	-0.9	-2	-4.6	8	22
